Bioassay records: PubChem BioAssay, Sanford-Burnham Center for Chemical Genomics
VHR inh color: VHR1 (DUSP3) phosphatase inhibition; P51452; recombinant VHR phosphatase, colorimetric substrate read-out; inhibition, % at 20 µM; 50,000 tested, 0.7% active; in the data active means inhibition above about 60%; further: some results filed as inactive read as strong as hits
Target sequence (P51452 whole entry, looked up): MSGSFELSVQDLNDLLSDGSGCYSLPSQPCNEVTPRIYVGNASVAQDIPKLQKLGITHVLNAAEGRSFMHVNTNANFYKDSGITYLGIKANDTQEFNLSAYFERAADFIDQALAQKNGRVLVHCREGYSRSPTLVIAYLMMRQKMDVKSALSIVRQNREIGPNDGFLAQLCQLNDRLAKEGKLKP
The depositor's hits bear a star.

| SMILES | VHR inh color |
| --- | --- |
| O=C(Nc1cc(Cl)cc(Cl)c1)c1cc(I)ccc1Cl | -2 |
| COC(=O)c1ccc(/C=N/NC(=O)c2n[nH]c3c2CCC3)cc1 | 34 |
| Cc1ccc(C(NC(N)=O)c2ccccc2)cc1C (centres undefined) | -23 |
| Cc1c(C=O)c2ccccc2n1Cc1ccc(Cl)cc1 | -15 |
| Cc1ccc2occ(C(=O)c3ccccc3C)c(=O)c2c1 | -26 |
| CCOC(=O)c1c(NC(=S)NC(=O)c2ccc([N+](=O)[O-])cc2)sc(C)c1C | -1 |
| COc1ccc(/C=C2/SC(=S)N(c3cccc(Cl)c3)C2=O)c2ccccc12 | 22 |
| O=[N+]([O-])c1ccc(OC/C=C2\Oc3c(Cl)cc(Cl)cc3C2N2CCOCC2)cc1 (centres undefined) | -36 |

Seven structures from above, arranged by SMILES length, ascending:
| SMILES | VHR inh color |
| --- | --- |
| Cc1ccc(C(NC(N)=O)c2ccccc2)cc1C (centres undefined) | -23 |
| Cc1c(C=O)c2ccccc2n1Cc1ccc(Cl)cc1 | -15 |
| Cc1ccc2occ(C(=O)c3ccccc3C)c(=O)c2c1 | -26 |
| COC(=O)c1ccc(/C=N/NC(=O)c2n[nH]c3c2CCC3)cc1 | 34 |
| COc1ccc(/C=C2/SC(=S)N(c3cccc(Cl)c3)C2=O)c2ccccc12 | 22 |
| CCOC(=O)c1c(NC(=S)NC(=O)c2ccc([N+](=O)[O-])cc2)sc(C)c1C | -1 |
| O=[N+]([O-])c1ccc(OC/C=C2\Oc3c(Cl)cc(Cl)cc3C2N2CCOCC2)cc1 (centres undefined) | -36 |

Continued.
| SMILES | VHR inh color |
| --- | --- |
| COc1ccc(C2/C(=C(\O)c3ccccc3)C(=O)C(=O)N2Cc2cccnc2)cc1 (centres undefined) | 3 |
| Cc1ccc(C(=O)c2ccc(Br)c([N+](=O)[O-])c2)cc1 | -14 |
| O=C1CN2C(=Nc3ccc(Br)cc3C2c2ccccc2)CCN1 (centres undefined) | -9 |
| COc1ccc(C(NC(=O)Cc2ccccc2)NC(=O)Cc2ccccc2)cc1 | 3 |
| COC(=O)c1c(-c2cc(C)ccc2C)csc1N | 37 |
| O=C(c1ccccc1F)N1CCN(c2ccc([N+](=O)[O-])c3ncccc23)CC1 | -6 |
| COc1cc(CNc2cccc(C)c2)cc(OC)c1OC | -2 |
| N#Cc1sc2nc(C3CC3)cc(-c3ccc(F)cc3)c2c1N | 1 |
| COc1cc(OC)cc(C(=O)N2CCN(Cc3ccc([N+](=O)[O-])cc3)CC2)c1 | -9 |
| O=C(O)c1cc2nc(-c3ccccc3)cc(-c3ccccc3)n2n1 | -29 |
| COc1ccc(/C=C/C(=O)c2cccc(Br)c2)cc1OC | 2 |
| O=C(Oc1ccc([N+](=O)[O-])cc1)c1ccc(-c2ccccc2)cc1 | 2 |
| C=CCN1C(=O)/C(=C\c2cc(Br)ccc2OCCOc2cccc(OC)c2)SC1=S | -9 |
| CCOC(=O)CP(=O)(c1ccc(Cl)cc1)c1ccc(Cl)cc1 | -6 |
| Cc1cccc(N2C(=O)NC(=O)/C(=C/c3ccccc3C)C2=O)c1 | -2 |
| Brc1ccc(/C=N/Nc2cc(N3CCOCC3)nc(N3CCOCC3)n2)cc1 | -13 |
| CCOc1ccc(-c2nnc(-c3ccco3)o2)cc1 | 2 |
| CCN(CC)CCN1C(=O)C2C3c4ccccc4C(c4ccccc43)C2C1=O (centres undefined) | 17 |
| O=C(Nc1nc(-c2ccc(Cl)cc2)cs1)c1cccs1 | -9 |
| CC(=O)Nc1ccc(S(=O)(=O)Nc2ccc(C(=O)Nc3nccs3)cc2)cc1 | 0 |
| O=C(N/N=C/c1ccc(Br)cc1)c1cc(=O)[nH]c2ccccc12 | -14 |
| CCOc1ccc2nc(SC3CC(=O)N(c4cccc(OC)c4)C3=O)sc2c1 (centres undefined) | -12 |
| O=C(Cc1cccc2ccccc12)N/N=C/c1cc(I)cc(I)c1O | -52 |
| CC(=O)c1cccc(NC(=O)CC2S/C(=N\N=C\c3cccs3)NC2=O)c1 (centres undefined) | 10 |
| c1ccc(CN2CCC(N3CCN(C4CCCCC4)CC3)CC2)cc1 | -7 |
| COC(=O)c1cccc(NC(=O)c2ccc[n+]([O-])c2)c1 | -3 |
| Cc1c(C#N)sc2nc(-c3ccccc3)nc(/N=C/N(C)C)c12 | -23 |
| COCCNC(=O)Cc1ccc(Br)cc1 | -18 |
| COc1ccc(C2C(C(=O)OC(C)C)=C(C)N=c3s/c(=C\c4ccc(C)o4)c(=O)n32)cc1 (centres undefined) | 11 |
| COc1ccc(/C=C/c2nc3ccccc3c(=O)n2-c2ccc(O)cc2)cc1 | -22 |
| Cc1ccc(NS(=O)(=O)c2cc(Cl)ccc2Cl)c([N+](=O)[O-])c1 | -10 |
| O=[N+]([O-])c1ccc(C=Nc2ccc(Cl)c([N+](=O)[O-])c2)s1 | 13 |
| COC(=O)c1ccc(OCC(=O)Nc2ncccn2)cc1 | 6 |
| Cc1cc(OCC(=O)Nc2c(C)cccc2C)ccc1Cl | -5 |
| Cc1ccc(-c2csc(NC(=O)c3ccc([N+](=O)[O-])c(C)c3)n2)cc1 | -11 |
| Cc1cc(C)cc(NC(=O)CCC(=O)O)c1 | 6 |
| COC(=O)c1cc(C(=O)NCc2ccccn2)cc([N+](=O)[O-])c1 | 0 |
| COc1ccc(C2NCCc3c2[nH]c2ccccc32)cc1OC (centres undefined) | -9 |
| CCCCOC(=O)c1ccc(NC(=O)c2cccc(Cl)c2)cc1 | -39 |
| S=C(NCc1ccc2c(c1)OCO2)Nc1ccccc1 | 5 |
| CCOC(=O)c1ccc(NC(=O)C2CC(=O)N(c3ccc(F)cc3)C2)cc1 (centres undefined) | -3 |
| COC(=O)c1ccc(COc2cc(C)cc3oc(=O)cc(-c4ccccc4)c23)cc1 | 15 |
| O=C1C2C3CCC(O3)C2C(=O)N1c1ccc(Cl)cc1 (centres undefined) | -14 |
| O=C(O)c1cccc(NC(=O)c2ccc3ccccc3n2)c1 | -2 |
| O=S(=O)(Nc1ccccc1CO)c1ccccc1 | -19 |
| CC(C)c1ccc(NC(=O)Cc2cccc3ccccc23)cc1 | -32 |
| COc1cc(/C=N\NC(=O)c2c(C)nc3ccc(Cl)cn23)cc(OC)c1OC | -9 |
| COc1ccccc1Cc1noc(-c2ccc(I)cc2)n1 | -3 |
| CC1CCc2c(sc(NC(=O)/C=C/c3ccccc3)c2C(N)=O)C1 (centres undefined) | -15 |
| Oc1ccccc1/C=N/n1c(-c2ccccc2)n[nH]c1=S | -28 |
| CCCCOC(=O)c1cccc(NC(=O)c2cccc(Br)c2)c1 | 6 |
| O=C(O)CCC(=O)N(CCc1ccccc1)C1CC(=O)N(c2ccc(Cl)cc2)C1=O (centres undefined) | 7 |
| N#C/C(=C/c1ccc(C(=O)O)cc1)C(=O)Nc1cccc(Br)c1 | 13 |
| Cc1ccc(NC(=O)c2ccccc2[N+](=O)[O-])cc1 | 0 |
| Nc1nnc(SCC(=O)N2CCc3ccccc3C2)s1 | -5 |
| CCOC(=O)c1c(NC(=O)Cc2ccccc2)sc(C(=O)N2CCCCC2)c1C | -2 |

Other entries follow:
| SMILES | VHR inh color |
| --- | --- |
| O=C(/C=C/c1ccccc1)NC(=S)Nc1ccc2oc(-c3cccnc3)nc2c1 | 3 |
| O=[N+]([O-])c1ccc(C=NCC2OCCc3ccccc32)cc1 (centres undefined) | -2 |
| O=C1/C(=C/c2c(Cl)cccc2Cl)SC(=S)N1CC1CCCO1 (centres undefined) | 5 |
| CC(=O)Nc1ccc(NC(=O)/C=C/C(=O)O)cc1Cl | -31 |
| Cc1c(F)cccc1NC(=O)C(Cc1c[nH]c2ccccc12)NC(=O)OCC(C)C (centres undefined) | -9 |
| Cc1ccc(C)c(-c2csc(NC(=O)C3C4CCC(C4)C3C(=O)O)n2)c1 (centres undefined) | 6 |
| CCCCOC(=O)c1ccc(NC(=S)NC(NC(=O)Cc2ccccc2)C(Cl)(Cl)Cl)cc1 (centres undefined) | -16 |
| CCc1c(C)nc2cc(-c3cccs3)[nH]n2c1=O | 2 |
| CCCCC(=O)Nc1ccc(C2C(=O)c3ccccc3C2=O)cc1 | -14 |
| CC1=CC(C)(C)C(C#N)(C#N)C(N)=C1C#N | -1 |
| COc1ccc(OCCCN2CCOCC2)cc1 | 10 |
| Cc1ccc(-c2nc(-c3ccncc3)no2)cc1[N+](=O)[O-] | 17 |
| O=C(Nc1ccccc1)Nc1ccc(S(=O)(=O)N2CCCC2)cc1 | -4 |
| Cc1cc2nc3s/c(=C/c4ccc([N+](=O)[O-])cc4)c(=O)n3c2cc1C | -19 |
| COc1ccccc1/C=N/NC(=O)c1cc(-c2ccc(C)cc2)n[nH]1 | -2 |
| Cc1cc(Cl)ccc1OC(=O)c1cc2ccccc2o1 | 0 |
| CC(C)c1cc(Nc2nccs2)cc(C(C)C)c1O | 10 |
| Cc1ccc(S(N)(=O)=O)cc1NC(=O)c1ccc(F)cc1 | -2 |
| COc1ccc(C(O)(C(=O)NCCCCOc2ccccc2)c2ccc(OC)cc2)cc1 | -20 |
| Cc1cccc(CN2CCN(C(=O)c3ccc([N+](=O)[O-])cc3)CC2)c1 | -15 |
| O=C(NNc1c(F)c(F)c(F)c(F)c1F)C(O)(c1ccccc1)c1ccccc1 | -9 |
| CCOC(=O)c1sc(NC(=O)COc2ccccc2C)c(C(=O)OCC)c1C | 33 |
| Cc1ccc(COc2ccc3c(c2)oc(=O)c2ccccc23)cc1 | -14 |
| CSc1ccc(CN2CCN(Cc3ccc([N+](=O)[O-])cc3)CC2)cc1 | -6 |
| COC(=O)/C(=C\c1ccc(Cl)cc1)[N+](=O)[O-] | -47 |
| COC(=O)c1cc(Cl)c(NC(=O)c2c(-c3ccccc3Cl)noc2C)cc1OC | -3 |
| NS(=O)(=O)c1ccc(NC(=O)C23CC4CC(CC(C4)C2)C3)cc1 | 5 |
| COc1ccc(-n2nc3cc(C)c(NC(=O)c4cccs4)cc3n2)cc1 | -14 |
| CC1(C)CC(=O)C(C(/C=C/c2ccccc2)C2=C(O)CC(C)(C)CC2=O)C(=O)C1 (centres undefined) | -10 |
| O=C(Cn1cc(/C=C2\SC(=O)NC2=O)c2ccccc21)Nc1ccccc1 | 4 |
| O=C(Nc1ccccc1Br)c1ccc(CN2CCc3ccccc3C2)cc1 | -3 |
| O=C(NC(=O)c1ccncc1)NC(c1ccccc1)c1ccccc1 | -18 |
| CCOC(=O)c1c[nH]c2ccc(Br)cc2c1=O | -7 |
| COc1cc(C2C(C#N)=C(N)SC(N)=C2C#N)ccc1O | 30 |
| COC(=O)c1c(NC(=O)Cc2ccccc2)sc2c1C(C(=O)OC)CC2 (centres undefined) | 14 |
| CC1(C)C(C(=O)Nc2cccc3ccccc23)C1(C)C | -9 |
| COc1ccc(OC)c(NC(=S)NC(NC(=O)c2ccco2)C(Cl)(Cl)Cl)c1 (centres undefined) | -2 |
| CCSCCOC(=O)C1=C(C)N(C)C(=O)NC1c1ccccc1[N+](=O)[O-] (centres undefined) | -16 |
| Cc1sc2nc(SC3C=CCCC3)[nH]c(=O)c2c1C (centres undefined) | -13 |
| COC(=O)c1ccc(NC(=O)COc2ccc(C)cc2Br)cc1 | -1 |
| C/C(=C\C(=O)c1ccccc1)Nc1ccccc1O | 0 |
| CN(C)/C=C1\N=C(c2ccc(C(C)(C)C)cc2)OC1=O | -10 |
| O=C(O)c1ccc(N2C(=O)C3C4c5ccccc5C(c5ccccc54)C3C2=O)cc1Cl (centres undefined) | -20 |
| CC(C)(C)c1ccc(-c2nc(-c3ccc(F)cc3)no2)cc1 | 1 |
| O=C1CC(c2ccc(Cl)cc2)CC2=C1C(c1ccccc1F)Nc1ccccc1N2 (centres undefined) | -7 |
| COc1ccc(C2(CNC(=O)CC(c3ccccc3)c3ccccc3O)CCOCC2)cc1OC (centres undefined) | 1 |
| N/C(Cc1ccc([N+](=O)[O-])cc1)=N\OC(=O)c1ccc([N+](=O)[O-])cc1 | 10 |
| O=C(NCc1ccncc1)c1ccc([N+](=O)[O-])cc1 | -17 |
| C=CCOC(=O)C1=C(C)NC(C)=C(C(=O)OCC=C)C1c1ccccc1F | -4 |
| COc1ccc(/C(C)=N/NC(=O)CCc2c(C)n[nH]c2C)cc1OC | 16 |
| O=C1c2ccc(Oc3ccc([N+](=O)[O-])cc3)cc2C(=O)N1CCCO | -10 |
| Cc1ccccc1N1C(=O)c2ccc(C(=O)O)cc2C1=O | 5 |
| Clc1cccc(OCCCCN2CCOCC2)c1Cl | -28 |
| CC(=O)N(Cc1ccncc1)c1cccc2ccccc12 | 7 |
| CCCOc1ccc(/C=C2N=C(/C=C/c3ccccc3)OC/2=O)cc1OC | -2 |
| CC(=O)c1ccc(NC(=O)COc2ccc([N+](=O)[O-])cc2)cc1 | -20 |

Following part
| SMILES | VHR inh color |
| --- | --- |
| COc1ccc(CC(=O)NNC(=O)c2ccc(Cl)cc2)cc1OC | -14 |
| O=C(c1ccccc1)c1cc(Cl)ccc1N=Cc1ccc(Br)s1 | -2 |
| O=C(c1ccco1)N1CCN(Cc2cccc(F)c2)CC1 | -3 |
| CCc1cc2c(N3CCCCC3)ncnc2s1 | -4 |
| COc1ccccc1/C=C1\C(=O)NC(=S)N(c2ccc(Br)cc2C)C1=O | -1 |
| Cc1ccc2nc(NNC(=O)CCC(=O)O)nc(-c3ccccc3)c2c1 | -7 |
| C/C(=N\NC(=O)COc1ccc(Cl)cc1Cl)c1cccnc1 | -30 |
| CCOC(=O)c1c(NC=O)sc2c1CCC2 | 1 |
| CCOCCOC(=O)c1ccc(NC(=O)c2cccc(Br)c2)cc1 | -6 |
| Cc1ccc(N(CC(=O)O)S(C)(=O)=O)cc1 | -15 |
| O=C1c2cccc3cccc(c23)C(=O)N1CCc1nc2sc3c(c2c(=O)[nH]1)CCCC3 | -12 |
| CCc1nnc(NC(=O)C(CC)Oc2ccccc2)s1 (centres undefined) | -78 |
| O=C(CN1CCCC1)NCC1COc2ccccc2O1 (centres undefined) | 14 |
| O=C(CSc1ccccn1)N/N=C\c1c[nH]c2ccccc12 | -2 |
| CCOc1ccc(NC2=C(Cl)C(=O)N(c3ccc(Br)cc3)C2=O)cc1 | 2 |

Shown with each value named: 3 of the compounds above
> Cc1ccc(C(NC(N)=O)c2ccccc2)cc1C (centres undefined)
- VHR inh color: -23

> Cc1c(C=O)c2ccccc2n1Cc1ccc(Cl)cc1
- VHR inh color: -15

> Cc1ccc2occ(C(=O)c3ccccc3C)c(=O)c2c1
- VHR inh color: -26

An excerpt; count on the stated rates, not on these rows.
